# Screening results: PubChem BioAssay, National Center for Advancing Translational Sciences (NCATS)
# HEK293 viab: GF-AFC viability counterscreen for inhibitors of alpha-synuclein gene (SNCA) expression; HEK-293-SNCA-luc viability, GF-AFC fluorescence, 24 h; AID 1671193, 2021; Potency, µM (top dose mostly 57.1 µM), inactives show at the top dose activity change, negative = cytotoxicity, hits mostly cytotoxic; actives 0.12% (n = 150,000);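 also: potency is read from the fitted curve at half-maximal effect; 0% = DMSO-treated cells and -100% = medium-only wells without cells; nearly all actives have a fitted effect of over 30% in size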
#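 HEK-293-SNCA-luc cells (1500/well) plated 24 h, then exposed 24 h to a dilution series; GF-AFC added 30 min at 37C, fluorescence 405/540 nm; normalised to medium-only and DMSO wells, Hill fit.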
# IP6K1 inh: Primary qHTS assay for small molecule inhibitors of Inositol hexaphosphate kinase 1 (IP6K1); Inositol hexakisphosphate kinase 1 (Homo sapiens), Q92551; IP6K1 kinase, ADP-Glo luminescence, 2 h; stronger effect = lower value; activity change, % (series mostly up to about 58 µM); actives 0.81% (n = 140,000); AID 1645851, 2021; in the data active = activity change below about -25%
#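 ADP-Glo luminescence measures ADP made by human IP6K1 during a 2 h RT reaction with ATP/IP6 (mix at 1.3 mM/130 uM); top library doses 57.5 and 19.1 uM final.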
# NIH3T3 tox: Cytotoxic Profiling in NIH 3T3 Cell Line of Diverse Libraries Using Quantitative High-Throughput Screening | NIH 3T3 viability, CellTiter-Glo ATP luminescence, 48-72 h | Potency, µM (doses to about 96.7 µM), without a hit: at the highest dose activity change, negative = cytotoxicity, hits mostly inhibitors | actives 4.3% (n = 94,000) | AID 1345082, 2018; also: potency is read from the fitted curve at half-maximal effect; nearly all actives have a fitted effect of over 55% in size
#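 Viability of NIH 3T3 cells after 48 or 72 hr compound treatment at 37 °C was assessed by CellTiter-Glo, with luminescence imaged following a 10 min room-temperature step.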
# GPT2 inhibitor: Primary qHTS assay for inhibitors of Glutamate pyruvate transaminase 2 (GPT2) | Alanine aminotransferase 2 (Homo sapiens), Q8TD30 | Recombinant GPT2, coupled pyruvate oxidase/HRP Amplex Red fluorescence | Potency, µM (top dose mostly 57.7 µM), inactives show at the highest dose activity change, negative = inhibition, usual class: inhibitors | actives 0.25% (n = 100,000); also: potency is read from the fitted curve at half-maximal effect; nearly all actives have a fitted effect of over 60% in size; many of its hits are not listed in these tables
# Target sequence (Q8TD30 whole entry, looked up): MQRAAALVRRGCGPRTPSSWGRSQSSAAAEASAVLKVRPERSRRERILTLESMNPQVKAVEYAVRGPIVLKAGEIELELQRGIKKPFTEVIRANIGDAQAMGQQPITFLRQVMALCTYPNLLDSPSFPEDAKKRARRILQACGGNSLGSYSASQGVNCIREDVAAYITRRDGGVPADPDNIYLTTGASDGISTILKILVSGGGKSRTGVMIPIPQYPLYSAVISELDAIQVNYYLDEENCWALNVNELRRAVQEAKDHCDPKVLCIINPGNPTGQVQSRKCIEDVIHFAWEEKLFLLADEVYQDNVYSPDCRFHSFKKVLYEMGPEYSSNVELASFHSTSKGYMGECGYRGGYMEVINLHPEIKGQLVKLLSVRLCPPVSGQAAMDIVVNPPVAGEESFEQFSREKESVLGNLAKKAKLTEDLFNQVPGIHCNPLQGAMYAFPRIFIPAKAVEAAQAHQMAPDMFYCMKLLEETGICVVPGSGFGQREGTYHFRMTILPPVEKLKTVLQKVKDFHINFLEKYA
#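 Fluorescence read-out: pyruvate from GPT2 turnover coupled to pyruvate oxidase, HRP and Amplex Red (0.2mM ThPP, 0.2U/mL PO and HRP, 50uM Amplex final). Substrates 250uM a-KG, 2mM L-alanine; enzyme 10ng/uL; 30 min RT.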
# HEK293 tox: Cytotoxic Profiling in HEK 293 Cell Line of Diverse Libraries Using Quantitative High-Throughput Screening. HEK 293 viability, ATP luminescence (CellTiter-Glo), 48-72 h. Potency, µM (doses to about 115 µM), without a hit: at the highest dose activity change, negative = cytotoxicity, hits mostly inhibitors. actives 6.6% (n = 94,000); also: potency is read from the fitted curve at half-maximal effect; nearly all actives have a fitted effect of over 60% in size
#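 Cells seeded first (HEK 293, 250 cells/well), then compound added by pintool. Incubation ran 48 or 72 hr at 37 degree Celsius. CellTiter-Glo was added and luminescence imaged after 10 min at room temperature.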
# FLuc inh: Firefly luciferase inhibition profiling of diverse chemical library using quantitative high-throughput screening; actives 2.5% (n = 76,000); purified P. pyralis luciferase, luminescence, biochemical; Potency, µM (titrated, usually from 115 µM), without a hit: at the highest dose activity change, negative = inhibition, most hits filed as inhibitors; also: potency is read from the fitted curve at half-maximal effect; nearly all actives have a fitted effect of over 65% in size
# Target sequence (P08659 whole entry, looked up): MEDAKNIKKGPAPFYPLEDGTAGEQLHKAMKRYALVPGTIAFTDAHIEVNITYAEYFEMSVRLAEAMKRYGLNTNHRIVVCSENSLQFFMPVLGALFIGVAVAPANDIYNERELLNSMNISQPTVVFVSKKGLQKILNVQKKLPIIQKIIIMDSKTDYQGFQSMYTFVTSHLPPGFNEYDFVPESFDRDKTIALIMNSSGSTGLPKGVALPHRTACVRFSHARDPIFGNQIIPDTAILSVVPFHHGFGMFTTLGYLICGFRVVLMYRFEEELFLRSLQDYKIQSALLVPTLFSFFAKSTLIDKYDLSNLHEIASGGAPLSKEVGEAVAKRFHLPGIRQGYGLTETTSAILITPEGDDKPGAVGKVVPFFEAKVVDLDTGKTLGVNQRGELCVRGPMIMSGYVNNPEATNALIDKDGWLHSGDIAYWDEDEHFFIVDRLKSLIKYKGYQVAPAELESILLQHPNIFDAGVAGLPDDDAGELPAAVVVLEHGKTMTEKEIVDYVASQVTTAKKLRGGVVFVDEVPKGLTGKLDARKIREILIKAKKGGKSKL
#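 Biochemical qHTS: compound (6-point titration) added to 10uM D-luciferin plus 10uM ATP in Tris acetate pH 7.5 buffer with Mg, Tween-20 and BSA, then purified enzyme at 10nM; light output imaged.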
# SNCA expr inh: Primary qHTS assay for inhibitors of alpha-synuclein gene (SNCA) expression | AID 1671194, 2021 | HEK-293 SNCA-luciferase knock-in, luminescence, 24 h | Potency, µM (series often up to 57.2 µM), for the others: top-dose activity change, negative = inhibition, most hits filed as inhibitors | actives 0.17% (n = 140,000);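 also: potency is read from the fitted curve at half-maximal effect; plate controls were DMSO cells for no effect and cell-free wells for full effect; nearly all actives have a fitted effect of over 45% in size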
# An asterisk follows results filed as active; i = inactive; ? = inconclusive; nt = not tested or not shown; [ ] = remark or other dose. Unless noted, calls follow the shape of the dose curve; as a rule, active = well fitted curve in the direction sought with a large enough effect; inconclusive = small, poorly fitted or top-dose-only effect, or another doubt; inactive = no such curve, though single readings can be large; an effect the other way counts as inactive or inconclusive. Unless noted, % is scaled to controls: 0 for no effect and ±100 for the full control effect. Some of the compounds tested. The share of hits here may be higher or lower than overall.
SMILES,HEK293 viab,IP6K1 inh,NIH3T3 tox,GPT2 inhibitor,HEK293 tox,FLuc inh,SNCA expr inh
O=C(Nc1ccc(-c2nnc3n2CCCC3)cc1)c1cccc(F)c1,3%,-1,-9%,i,-13%,-16%,23%
Cc1nn(-c2ccccc2)c2c1C(C(C)C)N(C1CCN([S+](=O)([O-])c3c(C)noc3C)CC1)C2=O (configuration not stated),nt,-2,-16%,nt,-3%,nt,nt
Cc1ccccc1CCC1CCCN(C(=O)C2(C)CC2)C1 (configuration not stated),-3%,10,?,i,22µM*,?,40%[activator]
COc1cccc(NC(=O)Nc2ccc3snnc3c2)c1,-16%,-17,nt,nt,nt,nt,-15%
O=C(CC1CCN(C(=O)NC2CCCCC2)C1)NCc1ccccc1 (configuration not stated),-1%[12.5 µM],-17,-26%,-3%,-23%,-4%,-10%
CCC(=O)Nc1ccc(C2(C(=O)N3CCC(N4CCCCC4)CC3)CCCCC2)cc1,0%,5,-17%,5%,-25%,0%,-18%
COC(=O)[C@@H]1Cc2ncn(Cc3ccc(Cl)cc3)c2CN1C(=O)c1ccccc1OC,-11%,16,-10%,?,5%,-1%,-15%
Cc1cc(O[C@@H]2O[C@H](COC(=O)CC(=O)O)[C@@H](O)[C@H](O)[C@H]2O)c(C(C)C)cc1O,-13%[23.9 µM],7,nt,i,nt,nt,nt
C[C@@H]1CN(C(=O)c2ccc(-c3nnn(C)n3)cc2)C[C@@]1(O)C1CC1,-13%,0,4%,i,-12%,10%,-27%
Cc1cccc(C)c1Oc1ncccc1CNC(=O)CCN1CCCCO1,1%,6,-2%,i,3%,1%,-1%
CCCCc1nn(CC(=O)NCc2cccc3[nH]ccc23)c(=O)n1CC,-4%,4,-16%,4%,-15%,-2%,3%
Cn1ccnc1CN1CCOC[C@H](Oc2ccccc2)C1,2%[87.6 µM],2,i,i,-5%[230 µM],0%[230 µM],3%[87.6 µM]
Fc1ccc(C2Cn3nnc(-c4nc(-c5ccccc5Cl)no4)c3CO2)cc1 (configuration not stated),2%,-23,-31%,i,?,-20%,-30%
CN(C)C[C@@H]1CN(C2CCOCC2)C[C@H]1NS(=O)(=O)c1ccc(C#N)cc1,12%,0,-2%,i,-3%,0%,11%
COc1ccc(C(=O)N2CCCCCNC(=O)[C@@H]3CCC[C@@H]32)cc1F,-5%,5,-7%,i,4%,4%,31%
COc1ccc(Nc2ccnc(N3CCC(NC(=O)Nc4ccccc4)CC3)n2)cc1,2%[12.5 µM],11,?,-5%,?,nt,-1%
Cc1ccc(C)c(OCCSc2nc3ccccc3n2CC(=O)N2CCOCC2)c1,?,13,nt,nt,nt,nt,?
CC(C)CCNC(=O)C1CCC(Cn2c(=O)c3sccc3n(CC(=O)NC(C)C)c2=O)CC1 (configuration not stated),-1%,-2,nt,nt,nt,nt,5%
COCCCNC(=O)C1CC(=O)N(c2n[nH]c3cccc(F)c23)C1 (configuration not stated),-4%,23,i,-27%,7%,6%,-16%
Cc1ccc(C(=O)Nc2nnc(SCc3cc(=O)n4ccc(C)cc4n3)s2)cc1,17%,-11,nt,nt,nt,nt,-16%
CCNC(=O)N1CC[C@H]2CC(=O)N(CCc3cccc(OC)c3OC)CC[C@H]2C1,10%[87.6 µM],-10,-22%[174 µM],2%[88.5 µM],-14%[172 µM],-9%[172 µM],?
COc1ccc(OC)c(CN2CCNc3cc(-c4ccnc(C)c4)ncc3C2)c1,-20%[87.6 µM],-27*,?,-8%[88.5 µM],100µM*,?,45%[87.6 µM]
COCc1nc(C2CCCN(C(=O)Cc3cccc(OC)c3)C2)no1 (configuration not stated),1%[12.5 µM],11,i,i,5%,7%,-5%
COCCNC(=O)C1c2ccccc2C(=O)N(C2CCCC2)C12CCCCC2 (configuration not stated),-15%,5,4%,0%,-1%,0%,-11%
O=C(Cn1nc2n(c1=O)CCCCC2)N1CCCc2ccccc21,-2%,17,i,-3%,18%,-6%,5%
CCc1ccc(C(=O)c2cn(CC(=O)Nc3ccc4c(c3)OCO4)c3ccc(F)cc3c2=O)cc1,-6%,-11,nt,nt,nt,nt,-3%
Cc1cccc(NC(=O)N2CCC(N3CCN(Cc4ccccc4)C(=O)C3=O)CC2)c1C,-7%,3,nt,nt,nt,nt,-1%
Cc1ccc(N2C(=O)N[C@@H]3CCN(S(=O)(=O)c4ccc(Cl)cc4)[C@@H]3C2=O)cc1,7%[87.6 µM],1,-16%[174 µM],-35%[88.5 µM],-1%[172 µM],-11%[172 µM],2%[87.6 µM]
CN(Cc1ccccc1)Cc1cc(C[C@@H]2CC[C@H](O)[C@@H](CNC(=O)Nc3ccccc3)O2)no1,-8%,16,-15%,-6%,-15%,-2%,6%
COc1cccc(CNC(=O)Cn2ncc3c4ccccc4n(Cc4ccccc4)c3c2=O)c1,2%,10,nt,nt,nt,nt,6%
CC(C)C1c2nccn2CCCN1C(=O)c1ccc(Cn2cncn2)o1 (configuration not stated),-15%,0,-10%,-9%,-1%,1%,25%
COc1ccc(C(=O)N2CCCC(N3CCN(c4ccc(F)cc4)CC3)C2)o1 (configuration not stated),5%,3,-17%,-11%,-27%,-9%,16%
Cc1ccc2nc(COCC(=O)N[C@H]3CC[C@@H]4CCC[C@@H]43)[nH]c2c1,-22%,-4,?,3%,?,-6%,-2%
O=C(c1ccccc1)N1C[C@@H](F)[C@@H](OCc2nc3ccc(C(F)(F)F)cc3[nH]2)C1,10%[87.6 µM],-5,?,3%[88.5 µM],?,5%[172 µM],1%[87.6 µM]
Cc1ccccc1N1CC(c2nc3ccccc3n2CCC2CCCCC2)CC1=O (configuration not stated),?,5,nt,nt,nt,nt,?
CN=C(NC#N)NCCSCc1csc(N=C(N)N)n1,16%[23.9 µM],7,nt,i,nt,nt,-64%[25.6 µM]
CCn1ccc(C(=O)N2C[C@@H](COCC3CC3)[C@H](c3nc(C)no3)C2)n1,0%,4,-1%,1%,-1%,2%,3%
O=C(C1CCCC1)N1CCC(n2cnnc2C2CC2)CC1,3%,-11,4%,i,5%,4%,3%
CC(c1ccccc1)n1cc2c(c1-c1ccccc1Br)c(=O)n(C)c(=O)n2C (configuration not stated),-27%,16,nt,nt,nt,nt,?
CCNC(=O)O[C@@H]1CC[C@]2(C)C(CC[C@@H](O)[C@H]2CC(=O)NCc2cc(F)cc(F)c2)[C@]1(C)CO (some centres not stated),6%,-6,?,-34%,-2%,-4%,-17%
CCOC(=O)c1cccc(NC(=O)C2CCN(S(=O)(=O)c3ccc4c(c3)oc(=O)n4C)CC2)c1,7%,-21,nt,nt,nt,nt,13%
COc1ccc(Br)cc1CNC(=O)CCCn1c(=O)c2cccn2c2ccccc21,-8%,15,nt,nt,nt,nt,-7%
COc1ccccc1CN1C(=O)COC[C@@H]1[C@H](O)c1ccc(NC(=O)c2cccnc2)cc1,4%,3,3%,i,?,-3%,-10%
Cc1nn(C)c2c1c(C(F)(F)F)cc(=O)n2Cc1cccc(Br)c1,-2%,11,nt,nt,nt,nt,4%
CC(C)CN1CC2(C1)C(=O)N(Cc1ccccc1F)C(=O)[C@@H]1C[C@@H](O)CN12,0%[87.6 µM],-3,1%[174 µM],-30%[88.5 µM],-1%[172 µM],3%[172 µM],6%[87.6 µM]
COc1cccc(C(=O)NC(=O)Nc2ccc(-c3cc(C(F)(F)F)nn3-c3ccccc3)cc2)c1,6%,-13,nt,nt,nt,nt,-13%
CCOC(=O)c1noc2ncnc(N3CCN(c4cccc(Cl)c4)CC3)c12,10%,17,nt,nt,nt,nt,?
O=C(CC1=C2CCCCC2NC1=O)NCCc1c[nH]c2ccccc12 (configuration not stated),-5%,3,-11%,i,?,8%,7%
O=C(NCCc1ccc(F)cc1)C(=O)NCC(c1ccco1)S(=O)(=O)c1ccccc1 (configuration not stated),-8%,14,nt,nt,nt,nt,-14%
CCN(CC)C(=O)N1CC(Oc2cccc(-c3nc(C)no3)c2)C1,1%,-4,-16%,i,?,7%,-3%
CCOc1ccc(-c2nc(-c3ccccc3)c(-c3ccccc3)[nH]2)cc1OCC,-3%,12,nt,nt,nt,nt,3%
c1ccc(Cn2cc(CN3CCCC3)c(-c3ccc4c(c3)OCO4)n2)cc1,-2%,-9,-28%,i[11.5 µM],-19%,?,7%
CC(C)c1ccc(NC(=O)Cn2cc(S(=O)(=O)N3CCN(c4ccccc4F)CC3)c3ccccc3c2=O)cc1,-6%,-12,nt,nt,nt,nt,4%
COc1ccccc1-c1ccccc1CN1CCC(C)(NC(C)=O)C1 (configuration not stated),2%[87.6 µM],6,?,3%[88.5 µM],-26%[172 µM],0%[172 µM],-12%[87.6 µM]
CN1CCCCC(CC(=O)NCCc2ccccc2)C1=O (configuration not stated),-14%,7,i,-7%,0%,-20%,-10%
CC1=C[C@@H](CN2CCN(CCO)CC2)[C@H](C(C)C)C[C@H]1Cc1nnc(C)o1,1%[87.6 µM],25,-8%[138 µM],i,-12%[172 µM],-5%[172 µM],3%[87.6 µM]
O=C(Nc1ccc(Br)cc1)C1CCN(c2ncccn2)CC1,9%,2,nt,nt,nt,nt,53%[activator]
O=C1NN=C(c2ccncc2)C12CCN([S+](=O)([O-])c1cccc(C(F)(F)F)c1)CC2,-4%,1,-30%,-2%,?,8%,?
O=C(c1ccc(C(F)(F)F)cc1)N1CCN(c2nc3ncccc3o2)CC1,10%,9,-15%,1%,-10%,-8%,1%
O=C(CCc1ccccc1)C(=O)N1CCCN2CCC[C@H]2C1,-1%,20,-27%,0%,-28%,4%,8%

# Among those listed so far, these have a furan ring, fused or not.
SMILES,HEK293 viab,IP6K1 inh,NIH3T3 tox,GPT2 inhibitor,HEK293 tox,FLuc inh,SNCA expr inh
CC(C)C1c2nccn2CCCN1C(=O)c1ccc(Cn2cncn2)o1 (configuration not stated),-15%,0,-10%,-9%,-1%,1%,25%
COc1ccc(C(=O)N2CCCC(N3CCN(c4ccc(F)cc4)CC3)C2)o1 (configuration not stated),5%,3,-17%,-11%,-27%,-9%,16%
O=C(NCCc1ccc(F)cc1)C(=O)NCC(c1ccco1)S(=O)(=O)c1ccccc1 (configuration not stated),-8%,14,nt,nt,nt,nt,-14%
